# PKM2 activator – increases activity of human pyruvate kinase M2; purified PKM2, Kinase-Glo ATP luminescence, activation; response scale: 0% is enzyme alone, no compound; Potency, µM (series often up to 57.5 µM), for inactives: at the highest dose activation, usual class: activators; hit rate 0.34% among 260,000; AID 1631; note: potency is the fitted concentration of half-maximal effect; % is set by controls: 0 for no effect and ±100 for the full control effect; nearly all actives have a fitted effect of over 55% in size
#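 hPK-M2, >95% pure; 0.1 mM ADP / 0.5 mM PEP final; imidazole pH7.2 buffer w/ 7 mM MgCl2, 50 mM KCl; 1 h RT; Kinase-Glo lum. Intermediate enzyme activity for dual inhibitor/activator qHTS.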
# Menin MLL FP TR – displaces Texas Red mutant MLL peptide from human menin; Menin + Texas Red MLL mutant peptide, fluorescence polarization; Potency, µM (series often up to 61.6 µM), for the others: top-dose FP activity change, negative = inhibition, most hits filed as inhibitors; hit rate 0.23% among 270,000; active = well fitted inhibition curve with a large enough effect in the polarisation, with a control signal flat, not every such curve was filed as active; inconclusive = small, poorly fitted or top-dose-only effect, or effect the other way, or a change in a side signal; inactive = no such curve, though single readings can be large or run the other way; the % refers to the polarisation; note: potency is the fitted concentration of half-maximal effect; % of control where 0% means no effect; many of its hits are not listed in these tables
# MBNL1-CUG inh – inhibitors of human MBNL1 binding to CUG repeat RNA | Potency, µM (highest dose often 57.5 µM), inactives show at the top dose activity change, negative = inhibition, hits mostly inhibitors | hit rate 0.036% among 280,000 | TR-FRET MBNL1-His/biotin-(CUG)12 binding, 665/545 ratio; active = well fitted inhibition curve with a large enough effect in the signal ratio, with a control signal flat, not every such curve was filed as active; inconclusive = small, poorly fitted or top-dose-only effect, or effect the other way, or a change in a side signal; inactive = no such curve, though single readings can be large or run the other way; the % refers to the signal ratio; note: potency is the fitted concentration of half-maximal effect; % is set by controls: 0 for no effect and ±100 for the full control effect
#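 Ratiometric TR-FRET (665 over 545 nm, excitation 340 nm) tracks disruption of MBNL1-His/biotin-(CUG)12 complex after 60 min at room temperature, with compounds at 92 nM to 58 uM final.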
# S-ASM inh – blocks human secretory acid sphingomyelinase. Potency, µM (series often up to 57.5 µM), inactives show at the top dose activity change, negative = inhibition, usual class: inhibitors. placental ASM, HMU-PC fluorogenic substrate, 60 min. hit rate 0.006% among 340,000. AID 504937; note: potency is the fitted concentration of half-maximal effect
# Target sequence (P17405 47-631 limits assumed): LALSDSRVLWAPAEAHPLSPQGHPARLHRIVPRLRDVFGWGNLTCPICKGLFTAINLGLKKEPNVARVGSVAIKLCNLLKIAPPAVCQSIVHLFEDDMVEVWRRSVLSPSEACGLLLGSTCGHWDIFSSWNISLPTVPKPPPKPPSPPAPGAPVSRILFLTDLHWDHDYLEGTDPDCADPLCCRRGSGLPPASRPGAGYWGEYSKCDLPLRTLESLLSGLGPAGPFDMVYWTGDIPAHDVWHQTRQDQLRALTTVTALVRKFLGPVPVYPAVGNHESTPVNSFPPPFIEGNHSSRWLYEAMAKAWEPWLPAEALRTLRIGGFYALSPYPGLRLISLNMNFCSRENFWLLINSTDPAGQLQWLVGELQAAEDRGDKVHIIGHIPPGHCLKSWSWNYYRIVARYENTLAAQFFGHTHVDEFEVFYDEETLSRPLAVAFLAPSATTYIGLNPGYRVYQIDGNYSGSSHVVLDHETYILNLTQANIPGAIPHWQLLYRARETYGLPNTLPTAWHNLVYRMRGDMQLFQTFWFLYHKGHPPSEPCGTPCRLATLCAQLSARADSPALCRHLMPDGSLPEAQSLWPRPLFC
#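 Fluorescence read-out (Ex 386 nm, Em 447 nm) after stopping the reaction at pH 10. Enzyme: ASM from human placenta; substrate HMU-PC0, 9 uM final; 60 min, 37 °C. Compound preincubation 10 min, ambient temperature.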
# BCR signal inh – chronic active BCR signaling inhibition; ABC-DLBCL IkBa-CBG/CBR reporter, luminescence ratio, 4 h; Potency, µM (highest dose often 46.1 µM), for the others: at the top dose ratio change, negative = lower green/red ratio, actives largely listed as inhibitors; hit rate 0.05% among 340,000; active = well fitted inhibition curve with a large enough effect in the signal ratio, with a control signal flat, not every such curve was filed as active; inconclusive = small, poorly fitted or top-dose-only effect, or effect the other way, or a change in a side signal; the % refers to the signal ratio;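 note: potency is the fitted concentration of half-maximal effect; plate controls were basal doxycycline-induced cells for no effect and cells given 10 µM MG132 for full effect; MG132 reads +100%, hits lower the ratio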
#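 Doxycycline induced both beetle luciferases in TMD8 lymphoma cells; IKK-driven degradation limits the IkappaBalpha-fused green signal, while red luminescence normalises for cell number and nonspecific effects. Compounds tested up to 46 uM, 4 hrs.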
# USP2a block – blocks human ubiquitin-specific protease USP2a. O75604. Potency, µM (top dose mostly 38.3 µM), without a hit: top-dose activity change, negative = inhibition, hits mostly inhibitors. hit rate 0.01% among 330,000. USP2 core, Ub-CHOP2 coupled fluorogenic reporter, 485/531;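 note: potency is the fitted concentration of half-maximal effect; plate controls were DMSO wells for no effect and full inhibition by NEM control for full effect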
#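 Deubiquitinase activity read as fluorescence (485/531 nm) after Ub-CHOP2 cleavage activates the enterokinase reporter on its substrate; USP2 core 10nM, Ub-CHOP2 and substrate 25nM each, 30min compound preincubation then 60min RT; data normalized to NEM, curves fitted.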
# Eya2 inh – inhibitors of human Eya2 phosphatase activity; O00167; recombinant Eya2, OMFP fluorescence dephosphorylation (OMFP is methylfluorescein phosphate); Potency, µM (top dose mostly 76.9 µM), inactives show at the top dose activity, negative = inhibition, hits mostly inhibitors; hit rate 0.006% among 330,000; AID 488837; note: potency is the fitted concentration of half-maximal effect; % is set by controls: 0 for no effect and ±100 for the full control effect
#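 Eya2 (0.2 uM) preincubated 10 min at ambient with compound, then OMFP substrate added at 50 uM; 10 min reaction in 50 mM HEPES pH 7.5, 50 mM NaCl, 5 uM MgCl2, 0.05% BSA, 1 mM DTT. Fluorescence read at Ex 485/Em 525 nm.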
# KCNH2 WT inh – blocks the wildtype human KCNH2 potassium channel. hit rate 0.37% among 340,000. Q12809. activity change, % at 1.84 µM. U2OS, BacMam KCNH2, thallium flux FluxOr; stronger effect = lower value;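 active = maximum activity change below -70%; inconclusive = maximum activity change between -70% and -50%; inactive = maximum activity change above -50%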; note: % is set by controls: 0 for no effect and ±100 for the full control effect
#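 U2OS cells transduced with wild-type KCNH2 virus are loaded with FluxOr dye for 45 min, and thallium flux is measured in kinetic reads before and after stimulation buffer. Rate constants are normalized to DMSO controls.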
# GALK inh – blocks human galactokinase activity | P51570 | Purified GALK, Kinase-Glo residual ATP luminescence | Potency, µM (top dose mostly 57.5 µM), inactives show at the top dose activity change, negative = inhibition, most hits filed as inhibitors | hit rate 0.007% among 270,000 | AID 1868; note: potency is the fitted concentration of half-maximal effect; % is set by controls: 0 for no effect and ±100 for the full control effect
# Target sequence (P51570 whole entry, looked up): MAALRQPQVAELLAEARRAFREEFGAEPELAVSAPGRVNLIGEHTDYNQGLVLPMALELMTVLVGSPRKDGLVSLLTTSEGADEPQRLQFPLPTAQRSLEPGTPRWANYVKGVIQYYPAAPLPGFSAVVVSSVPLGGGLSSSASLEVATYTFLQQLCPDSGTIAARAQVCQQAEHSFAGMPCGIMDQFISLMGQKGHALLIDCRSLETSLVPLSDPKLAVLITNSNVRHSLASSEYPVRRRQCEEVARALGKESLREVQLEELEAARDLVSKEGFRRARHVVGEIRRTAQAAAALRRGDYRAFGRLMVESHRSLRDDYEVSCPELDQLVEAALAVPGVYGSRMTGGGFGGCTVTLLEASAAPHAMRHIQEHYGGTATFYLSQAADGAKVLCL
#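 GALK at 5 nM final was combined with compound, 35 uM ATP and 100 uM galactose in HEPES pH8.0 with MgCl2 and DTT. The reaction ran one hour at room temperature before luminescent ATP detection.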
# Mito fusion yeast – inhibitors of mitochondrial division or activators of mitochondrial fusion | S. cerevisiae fusion-defective mutant growth rescue, CellTiterGlo 48 h | Potency, µM (titrated, usually from 46.1 µM), for the others: at the highest dose growth rescue (activation), actives largely listed as activators | hit rate 0.23% among 320,000;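 note: potency is the fitted concentration of half-maximal effect; % of control where 0% means no effect; nearly all actives have a fitted effect of over 45% in size; temperature-sensitive fusion mutants such as fzo1-1 at 37 °C on non-fermentable ethanol glycerol medium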
#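 Compounds are tested for their ability to restore growth of mitochondrial fusion-defective yeast strains at non-permissive 37C in YPEG medium over 48 hours. Viability is quantified by luciferase luminescence.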
# TSHR antagonist – antagonists of human thyroid stimulating hormone receptor; P16473; TSHR-expressing cells, TSH-stimulated cAMP HTRF, 2 h; stronger effect = lower value; activity change, negative = inhibition, % at 11.5 µM; hit rate 0.2% among 330,000; AID 504810;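 active = activity change below a set negative limit, meaning inhibition stronger than a set level, cut at about -70% in these data; inconclusive = activity change between two set negative limits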; note: % is set by controls: 0 for no effect and ±100 for the full control effect
#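 Antagonism was scored as loss of TSH-driven cAMP in TSHR cells, stimulated with 4nM TSH (EC80) for 2 hours at 37 deg C and detected by homogeneous HTRF competition immunoassay.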
# * = called active by the depositor; i = inactive; u = inconclusive; x = no result given; [ ] = dose if it differs, or a comment. Unless noted, calls come from the whole dose curve; as a rule, active = well fitted curve in the direction sought with a large enough effect; inconclusive = small, poorly fitted or top-dose-only effect, or another doubt; inactive = no such curve, though single readings can be large; an effect the other way counts as inactive or inconclusive. This is a subset; the hit share may differ from the screen's.
SMILES,PKM2 activator,Menin MLL FP TR,MBNL1-CUG inh,S-ASM inh,BCR signal inh,USP2a block,Eya2 inh,KCNH2 WT inh,GALK inh,Mito fusion yeast,TSHR antagonist
Cc1c(N=Cc2c(O)n(C3CCCCC3)c(=O)[nH]c2=O)c(=O)n(-c2ccccc2)n1C,0%,-1%,-6%,5%,u,2%,-3%,-11,5%,-2%,0
Cc1cc(NC(=O)COC(=O)c2c(C)nn(Cc3ccccc3)c2C)no1,6%,u,-10%,-2%,-23%,-1%,11%,-8,1%,-5%,-2
Cc1ccc2c(c1)N(CCC(=O)N1CCC3(CC1)OCCO3)C(=O)CO2,-19%,-7%,-18%,-2%,-1%,-2%,10%,-5,4%,8%,7
CC(C)(C)NC(=S)N1CCn2cccc2C1c1cccnc1 (centres undefined),-4%,-12%,14%,3%,-1%,1%,-4%,-8,-2%,14%,-8
O=C(COc1ccccc1F)N1CCN(CCN2C(=O)c3cccc4cccc(c34)C2=O)CC1,-5%,2%,10%,-2%,-3%,0%,3%,6,-2%,-6%,25
C#CCOc1ccc2c(c1)c(C(C)=O)c(C)n2Cc1ccccc1,-5%,x,-5%,-10%,u,2%,u,0,-1%,20%,4
CN(Cc1c[nH]c2ccccc12)C1CCCCC1,-7%,8%,-11%,3%,-2%,2%,1%,1,x,-5%,-2
COc1ccc2c(c1)c(C(=O)C(C)N1CCCCC1)c(C)n2C (centres undefined),x,u,0%,1%,-1%,-3%,-9%,-5,x,-12%,3
COc1ccc(C2NCCc3[nH]cnc32)cc1 (centres undefined),1%,-3%,0%,5%,15%,-1%,4%,4,-2%,-1%,-1
CC(=O)c1cccc(NC(=O)N2C[C@H]3C[C@@H](C2)c2cccc(=O)n2C3)c1,1%,-11%,-3%,2%,13%,-3%,-15%,0,x,2%,-3
O=[N+]([O-])c1cc(Cl)c(O)c(-[n+]2c(-c3ccccc3)cc(-c3ccccc3)cc2-c2ccccc2)c1,1%,-16%,u,-24%,u,-1%,-10%,0,0%,4%,-2
CN1CCC(=O)N(CCN=[N+]=[N-])CC1,3%,-1%,-4%,0%,-7%,2%,0%,2,x,0%,5
CCC(=NCCCn1ccnc1)c1c(O)n(Cc2ccccc2)c(=O)[nH]c1=O,3%,-5%,-2%,3%,u,0%,-13%,14,3%,2%,22
CC12CCC3C(CCC4C/C(=N/O)CCC43C)C1CCC2O (centres undefined),-15%,2%,-9%,3%,u,1%,4%,-1,x,2%,3
CCOc1ccccc1C1SCC(=O)Nc2c1c(=O)[nH]n2C(CC)CC (centres undefined),2%,1%,0%,2%,1%,0%,-11%,-5,-1%,1%,-1
Cn1c(O)c(/C=N/NC(=O)c2ccncc2)c(=O)[nH]c1=S,1%,x,u,133%[activator],u,0%,0%,-6,x,-5%,12
CC12CC[C@H]3[C@@H](CCC4(O)C[C@H](O)CCC34/C=N/NC(=O)c3ccccc3O)C1(O)CCC2C1=CC(=O)OC1 (some centres undefined),-7%,x,5%,4%,u,3%,-7%,-2,x,1%,-36
Nc1ncc(-c2ccccc2)c(-c2ccc(OCc3ccccc3)cc2O)n1,-1%,x,-2%,-5%,u,3%,-16%,-1,5%,4%,-3
Cc1cc(C=C2C(=O)N(C)C(=S)N(C)C2=O)c(C)n1-c1cccnc1,1%,0%,u,-9%,1%,-6%,6%,-5,0%,5%,10
CCC(=Nc1ccc2c(c1)CCC2)c1c(O)n(C2CCCCC2)c(=O)[nH]c1=O,-16%,-15%,6%,-5%,4%,-1%,-4%[15.4 µM],-3,0%,0%,-7
Cc1c(C=O)c2ccccc2n1Cc1ccccc1,2%,0%,-7%,11%,0%,0%,1%,9,x,0%,-2
COc1cc(N2CCOCC2)ccc1/C=C1\C(=O)NC(=O)N(C2CCCCC2)C1=O,17%,8%,-9%,-1%,4%,-1%,1%,-6,3%,-5%,-8
C/C=C1\NC(=O)[C@@H](NC(=O)[C@H](CCc2ccc(O)cc2)NC(=O)[C@H](C)NC(=O)[C@H](O)CO)[C@@H](C)OC(=O)[C@H](C(C)C)NC(=O)[C@H](Cc2ccc(O)cc2)N(C)C(=O)[C@H](Cc2ccccc2)N2C(=O)C(CC[C@H]2O)NC1=O (some centres undefined),x,x,x,0%,u,-1%,-4%,-2,x,x,3
C=CCNc1nnc(Sc2ncccc2[N+](=O)[O-])s1,-11%,1%,u,-4%,u,3%,14%,-7,2%,0%,11
CCCCNC(=O)NC(C(N)=O)P(=O)(OCC)OCC (centres undefined),1%,x,-3%,2%,-4%,-2%,-4%,15,-2%,-3%,7

# More structures
SMILES,PKM2 activator,Menin MLL FP TR,MBNL1-CUG inh,S-ASM inh,BCR signal inh,USP2a block,Eya2 inh,KCNH2 WT inh,GALK inh,Mito fusion yeast,TSHR antagonist
C/C(=N\Nc1ccccc1)c1c(O)n(C)c(=O)n(C)c1=O,23%,-1%,-14%,1%,4%,3%,6%,-13,0%,13%,-1
CCn1cc(CN2CCCC(C(=O)c3sccc3C)C2)cn1 (centres undefined),-5%,3%,5%,-1%,u,3%,11%,15,2%,0%,6
CC(=NCCN1CCOCC1)c1c(O)n(Cc2ccccc2)c(=O)[nH]c1=O,-2%,-10%,-6%,-2%,-1%,1%,1%,-4,-2%,4%,19
O=c1cc(-c2ccc(O)c(O)c2)oc2c(C3O[C@H](CO)[C@@H](O)[C@H](O)[C@H]3O)c(O)cc(O)c12 (some centres undefined),0%,u,u,-10%,0%,1%,-11%,-18,x,5%,16
Nc1c(C(=O)NCc2ccco2)c2nc3ccccc3nc2n1CCN1CCOCC1,4%,0%,u,i,u,-1%,11%,-9,1%,-1%,-9
Cc1cc(C=C2C(=O)NC(=O)NC2=O)c(C)n1-c1ccc2c(c1)OCO2,-1%,0%,12%,-1%,-13%,2%,14%,0,-3%,0%,-3
CSC(=Nc1ccccc1)c1c(O)n(C)c(=O)n(C)c1=O,-5%,-4%,3%,1%,7%,1%,31%,0,1%,4%,-5
O=C(CSc1ccc(Cl)cc1)NC1=NN(c2ccccc2)C(=O)C1,2%,u,-1%,4%,7%,u,10%,-15,-5%,-2%,-9
CCN1CCN(C(=O)Cc2ccc(C)cc2)CC1,0%,2%,1%,0%,-1%,3%,-8%,6,0%,2%,-6
O=C1CN(O)C(c2ccccc2)=c2cc(Br)ccc2=N1,2%,3%,-1%,-4%,2%,0%,0%,-5,-3%,-2%,1
O=C(NCc1ccc(C(=O)N2CCC3(CC2)OCCO3)cc1)c1cccc(Br)c1,2%,-24%,-4%,-2%,-1%,2%,18%,-13,0%,2%,-3
O=C1CN(O)C(c2ccccc2Cl)=c2cc(Br)ccc2=N1,x,-14%,4%,-7%,-6%,3%,4%,x,x,2%,-9
CCOP(=O)(OCC)C(NC(=O)CC(C)C)C(Cl)(Cl)Cl (centres undefined),-1%,-8%,-3%,0%,1%,0%,-3%,-36,2%,2%,-3
CC(=NCCCn1ccnc1)c1c(O)n(-c2ccccc2)c(=O)[nH]c1=O,0%,x,-16%,2%,-1%,1%,14%,5,x,-4%,-8
CN1CCN(c2c(N)c(=O)oc3ccccc23)CC1,6%,3%,21%,1%,u,1%,-1%,32,3%,1%,-2
CCC(C)N1Cc2ccccc2C1=N (centres undefined),4%,3%,-6%,2%,-14%,4%,2%,7,-1%,1%,5
COC(=O)C1=C(c2ccc(F)cc2OCc2ccccc2)C[C@@H]2CC[C@H]1N2C(=O)NCc1ccc(C(F)(F)F)cc1,x,x,x,7%,-1%,-1%,2%,-1,x,x,-30
COC(=O)C1=C(c2cccc(OCc3ccccc3)c2)C[C@@H]2CC[C@H]1N2C(=O)NCc1ccc(OC)c(OC)c1,x,x,x,-7%,u,-10%,7%,7,x,8%,-9
